Assay outcomes as filed in PubChem.
CHRM1 agonist: human M1 muscarinic receptor agonism; CHO-K1 hM1, Fluo-8 calcium fluorescence, agonist mode; 0% DMSO, 100% acetylcholine EC100; P11229; 0.33% of 360,000 active; activation, % at 3 µM;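 active = activation above the run's mean compound activation plus 3 SD, cut at about 16% in these data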;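 also: peak over basal fluorescence ratio within a 140 s kinetic read after compound addition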
Target sequence (P11229 whole entry, looked up): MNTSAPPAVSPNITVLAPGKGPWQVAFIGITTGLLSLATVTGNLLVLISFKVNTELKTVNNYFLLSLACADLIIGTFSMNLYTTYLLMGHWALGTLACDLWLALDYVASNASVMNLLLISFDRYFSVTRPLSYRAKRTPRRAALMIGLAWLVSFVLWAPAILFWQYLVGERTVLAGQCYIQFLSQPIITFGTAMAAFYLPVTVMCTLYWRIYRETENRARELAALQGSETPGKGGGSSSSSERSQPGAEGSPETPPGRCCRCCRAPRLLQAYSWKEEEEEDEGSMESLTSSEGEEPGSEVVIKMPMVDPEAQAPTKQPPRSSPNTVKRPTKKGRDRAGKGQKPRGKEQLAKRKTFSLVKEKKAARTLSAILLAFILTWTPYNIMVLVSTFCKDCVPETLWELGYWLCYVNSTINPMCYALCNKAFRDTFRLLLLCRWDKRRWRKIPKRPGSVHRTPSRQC
M4 ag: agonists of human muscarinic M4 receptor (CHRM4); CHO-K1 hM4/Gqi5, Fluo-8 calcium fluorescence; vehicle 0%, full acetylcholine response 100%; activation, % at 3 µM; 0.14% of 360,000 active;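 active = activation above the run mean over all test wells plus 3 SD, cut at about 32% in these data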;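 also: peak over basal fluorescence ratio per well then scaled between controls; 0% = DMSO wells and 100% = acetylcholine at EC100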
Target sequence (P08173 whole entry, looked up): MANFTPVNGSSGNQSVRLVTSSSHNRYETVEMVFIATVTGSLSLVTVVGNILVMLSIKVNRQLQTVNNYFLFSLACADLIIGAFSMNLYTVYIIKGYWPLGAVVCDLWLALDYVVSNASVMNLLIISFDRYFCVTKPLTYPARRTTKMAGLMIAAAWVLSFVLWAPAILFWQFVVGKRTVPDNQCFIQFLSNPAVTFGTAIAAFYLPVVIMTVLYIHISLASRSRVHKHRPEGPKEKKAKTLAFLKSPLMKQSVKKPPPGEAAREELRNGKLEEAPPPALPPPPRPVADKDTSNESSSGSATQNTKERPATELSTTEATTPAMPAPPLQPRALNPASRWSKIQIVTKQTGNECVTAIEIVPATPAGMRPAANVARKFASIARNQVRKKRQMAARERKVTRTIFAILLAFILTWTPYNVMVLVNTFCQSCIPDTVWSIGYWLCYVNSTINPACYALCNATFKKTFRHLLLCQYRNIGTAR
CHO parental Ca: counter-screen: ATP calcium response change in parental CHO cells; inhibition, % at 5.6 µM; parental CHO-K1, ATP-induced calcium, Fluo-8 fluorescence; 0.63% of 330,000 active;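 active = inhibition above that plate's mean sample inhibition plus 3 SD, cut at about 26% in these data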;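 also: 0% = ATP-challenged DMSO wells and 100% = DMSO wells without ATP; some compounds past the cut are filed as inactive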
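Assay system: untransfected parental CHO cell line. Also added: ATP agonist challenge. Dosing: one dose, 5.6 µM nominal. Measured by: Fluo-8 fluorescence. Read-out: % inhibition. Benchmarks: ATP wells versus no-ATP DMSO wells. Repeats: no replicates.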
M4 antag: blocks acetylcholine activation of human M4 receptor; P08173; inhibition, % at 3 µM; AID 624125; CHO-hM4 cells, ACh EC80, Fluo-8 calcium fluorescence; 0.73% of 360,000 active;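 active = inhibition above its plate's cutoff, the mean inhibition of sample wells plus 3 SD, cut at about 27% in these data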;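 also: 0% = acetylcholine EC80 with DMSO and 100% = DMSO without agonist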
CHRM1 antagonist: human CHRM1 antagonism; CHO-K1 hM1, Fluo-8 calcium fluorescence, ACh EC80 antagonist; inhibition, % at 3 µM; 1.3% of 360,000 active;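 active = percent inhibition above its own plate's cutoff, namely the mean of that plate's compound wells plus 3 SD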;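 also: peak over basal fluorescence ratio during 140 s after agonist addition; 0% = ACh EC80 plus DMSO and 100% = DMSO alone without agonist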
M1 ag parental: nonselective activator or artifact in parental CHO-K1 cells. Fluo-8 calcium fluorescence; scaled to maximal ATP response, vehicle zero. activation, % at 3 µM. 0.48% of 360,000 active. AID 602248; in the data active = activation above about 15%;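 also: untransfected CHO-K1 host cells lacking M1 receptor as counterscreen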
OXTR potentiate: human OXTR potentiation | P30559 | CHO-OTR cells, Fluo-8 calcium fluorescence, potentiator mode; 0% = oxytocin EC15, 100% = EC100 | activation, % at 3 µM | 0.061% of 320,000 active;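 active = activation above that plate's cutoff, the mean activation of tested compounds plus 3 SD, cut at about 6.6% in these data, passing the limit was not always enough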;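 also: 100% uses oxytocin at 75 nM as the full agonist control; some results filed as inactive read as strong as hits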
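Assay system: CHO-OTR cells, human receptor / Also added: oxytocin at about EC15, sub-maximal agonist stimulus / Dosing: single dose, 3.0 µM nominal final compound concentration / Incubation: 6 min pre-incubation, 100 s read / Technique: Fluo-8 calcium dye fluorescence / Read-out: % activation vs EC15 and EC100 oxytocin / Benchmarks: EC15 oxytocin low, 75 nM oxytocin high / Replicates: singlicate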
CHRM1 PAM: human CHRM1 positive allosteric modulation | CHO-K1 hM1, Fluo-8 calcium fluorescence, ACh EC20; 0% = ACh EC20, 100% = maximal ACh | activation, % at 3 µM | P11229 | 0.088% of 360,000 active; in the data active = activation above about 19%, passing the limit was not always enough
CHO-K1 Ca antag: nonselective inhibitor or artifact in parental CHO-K1 cells | ATP-induced calcium, Fluo-8 fluorescence | inhibition, % at 3 µM | 0.6% of 360,000 active;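 active = inhibition above a per-plate cutoff, the plate's mean sample inhibition plus 3 SD, cut at about 24% in these data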;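 also: 0% = DMSO plus EC80 ATP and 100% = DMSO alone without ATP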
The depositor's hits bear a star; . = not tested or not shown.

SMILES | CHRM1 agonist | M4 ag | CHO parental Ca | M4 antag | CHRM1 antagonist | M1 ag parental | OXTR potentiate | CHRM1 PAM | CHO-K1 Ca antag
CCn1cnc2sc(-c3ccccc3)cc2c1=O | -2 | 2 | -30 | 1 | -9 | 1.4 | 0 | 7 | -9
CN(C)c1ccc(P(=O)(Nc2ccccc2)N2CCOCC2)c(NC(=O)c2cccs2)c1 (stereo not given) | -5 | 3 | -9 | -8 | -2 | 2.2 | 3 | 2 | -11
CC1(C)CC2CC(C)(CN2C(=O)COC(=O)c2ccc(O)cc2O)C1 (stereo not given) | 1 | 4 | -18 | 6 | 5 | 3.8 | -6 | -2 | -8
Cc1nn(CCc2nn[nH]n2)c2nc(-c3ccc(C4CCCCC4)cc3)cc(C(F)(F)F)c12 | 0 | 2 | 55* | 2 | 8 | 0.5 | -33 | 0 | 9
Fc1ccc(-c2cnc(-c3cccs3)o2)cc1 | -2 | 0 | -11 | -6 | -3 | 0.3 | -10 | 7 | 4
Cc1cc(Cl)ccc1NC(=O)COC(=O)CCNS(=O)(=O)c1ccccc1 | -2 | 5 | -10 | 6 | -7 | 4.8 | -6 | 4 | -11
CCN(CC)C(=O)c1csc([C@H]2C[C@H](O)[C@@H](CO)O2)n1 | -2 | 1 | . | -6 | -7 | 0.7 | . | 4 | -3
O=C(COc1ccccc1CNCc1ccccc1)Nc1ccccc1 | -8 | 9 | -9 | 9 | -1 | 7.3 | 0 | -6 | -13
COc1ccccc1/C=C/C=N/Nc1cccc(C(=O)O)c1 | -2 | 2 | -6 | 3 | -14 | 0.6 | -15 | 14 | -19
O=C(/C=C/c1ccc(F)cc1)NCCCN1CCN(CCCNC(=O)/C=C/c2ccc(F)cc2)CC1 | -11 | -1 | -24 | 15 | -2 | -0.4 | -11 | -1 | -2
Cc1cc(NC(=O)c2cccc(C(=O)Nc3cc(C)on3)n2)no1 | 0 | 1 | 8 | 0 | -6 | 0.2 | -12 | 9 | -8
Cc1ccc(C2NC(=O)c3c(sc4c3CCN(C)C4)N2)o1 (stereo not given) | -4 | 2 | -4 | 8 | -3 | 0.8 | -3 | 5 | -23
CCn1cc(CN2CCCC(C(=O)Nc3ccc(-c4cscn4)cc3)C2)c(C)n1 (stereo not given) | -4 | 1 | -6 | 7 | 7 | 0.0 | -1 | -4 | -4
COc1ccccc1Cn1c(=S)[nH]c2cc(C(=O)N3CCCC3)ccc2c1=O | 1 | -1 | -9 | -1 | -7 | -0.6 | -7 | 7 | -9
CN(C(=O)COC(=O)C1CSC2(C)CCC(=O)N12)c1ccccc1 (stereo not given) | -3 | 0 | 3 | 0 | 3 | 1.2 | 3 | 1 | 9
Cc1c(NS(=O)(=O)c2cccs2)c(=O)n(-c2ccccc2)n1C | -3 | 0 | -15 | -4 | 5 | -0.2 | 0 | 1 | -7
CC1CC(C)CN(C(=O)c2ccc3c(c2)OCCO3)C1 (stereo not given) | -2 | 0 | -10 | 4 | -2 | 0.5 | -3 | 6 | -13
Brc1ccc(-c2nc3c4ccccc4ccn3c2Cc2ccccc2)cc1 | -6 | 1 | . | -21 | -5 | 0.2 | . | 1 | -3
O=Cc1c[nH]c2ccc(NC(=O)OCc3ccccc3)cc12 | 2 | 4 | . | -7 | 2 | -0.9 | . | 10 | 29*
CN(C)N1C(N)=C(C#N)C(c2ccc(Cl)cc2)C2=C1CCCC2=O (stereo not given) | -6 | 3 | -12 | 4 | 0 | 1.7 | -6 | 1 | -5
COCC(C)n1c(SCc2ccc(OC)c(F)c2)nc2ccccc2c1=O (stereo not given) | -5 | -1 | . | -9 | -14 | -0.1 | . | 8 | -11
NCCC(=O)N1c2ccccc2Sc2ccc(Cl)cc21 | -8 | 14 | -19 | 38* | 91* | 1.0 | -10 | -30 | 5
Clc1nccnc1N/N=C/c1ccc(Br)cc1 | -6 | -1 | -28 | 5 | -3 | -0.8 | -13 | 2 | -3
Cc1nc2cc(NC(=O)N3CCCC3)ccc2n1C | -4 | 0 | -6 | 10 | 6 | 0.0 | -10 | -1 | -4
Nc1c(N(CCO)C(=O)c2ccccc2OCc2ccccc2Cl)c(=O)[nH]c(=O)n1Cc1ccccc1 | -1 | -1 | . | 3 | -4 | 0.3 | . | 3 | -3
O=C(Nc1ccccc1F)c1ccc2sc([C@H]3C[C@H](O)[C@@H](CO)O3)nc2c1 | -2 | 2 | . | 2 | -9 | 0.8 | . | 4 | -6
Cn1ncc2c(=O)n(CC(=O)NC34CC5CC(CC(C5)C3)C4)cnc21 | -2 | 1 | 5 | -5 | -7 | 5.5 | -5 | 8 | 1
O=C(COC(=O)c1cccs1)Nc1cc(S(=O)(=O)N2CCOCC2)ccc1Cl | -4 | 4 | -9 | -5 | -10 | 1.6 | 2 | 8 | -12
O=C1N/C(=C/c2ccco2)C(=O)N1Cc1ccccc1F | -2 | 1 | 5 | 4 | -8 | 1.0 | -4 | 10 | -2
Cc1cc(/C=N/n2cnnc2)c(C)n1-c1ccc(C(=O)O)cc1 | -6 | 1 | -6 | -14 | -3 | 0.5 | 2 | 7 | -2
CCn1nnnc1-c1ccc(OC)c(S(=O)(=O)N2CCCCC2)c1 | -4 | 1 | -10 | -10 | -5 | -0.2 | -13 | 4 | -7
O=C(NC(CCl)c1ccccc1)c1ccc(Cl)cc1 (stereo not given) | -5 | 5 | -19 | -6 | 3 | 2.2 | -9 | 6 | -8
Cc1cccc(NC(=O)/C(C#N)=C/c2ccc(Sc3ccccc3)o2)c1C | -2 | 1 | -20 | 7 | -15 | -0.5 | -16 | 8 | 1
O=C(N/N=C/c1ccco1)c1cc([N+](=O)[O-])cc([N+](=O)[O-])c1 | -4 | 1 | -14 | -1 | -5 | 0.3 | -4 | 8 | 0
CCOc1ccc(CCN2C(=O)CCC2(C)C(=O)NC(C)CC)cc1OCC (stereo not given) | -1 | 1 | -8 | -10 | -2 | 0.9 | -1 | -2 | -24
Cc1ccc(CN2C(=O)CCC2C(=O)N2CCN(c3ccccc3)CC2)cc1 (stereo not given) | -3 | 1 | 2 | 2 | -13 | 1.3 | -6 | 5 | -13
C/C=C(/C(=C/C)c1ccc(O)cc1)c1ccc(O)cc1 | -3 | 1 | 2 | -6 | -1 | 1.1 | -8 | -6 | -6
Cc1cc(NC(=O)CSc2nnc(NCc3ccccc3)s2)no1 | -4 | -1 | 28 | 1 | -18 | 0.6 | -5 | 12 | -3
COc1cc(/C=C2\NC(=O)NC2=O)cc(Br)c1OC | -5 | 2 | -8 | 6 | -8 | 0.5 | -8 | 7 | -9
O=C(NCCC(=O)N1CCN(S(=O)(=O)c2ccccc2F)CC1)Nc1ccccc1 | -2 | 0 | -14 | 0 | -3 | 0.8 | 0 | 2 | -5
COc1ccccc1-c1noc(CCCC(=O)N2CCOCC2)n1 | -4 | 1 | -20 | -8 | -4 | 0.6 | -3 | 9 | 4
CC(C)CN(C(=O)CSc1nnnn1C)C1CCS(=O)(=O)C1 (stereo not given) | 2 | 2 | -5 | -10 | -18 | 0.8 | 0 | 16 | -17
CC(C)Oc1ccc(CSc2ncn[nH]2)cc1 | -3 | 1 | -9 | -5 | 4 | -0.6 | -1 | 8 | 0
Cc1ccc(-c2cn(-c3ccccc3F)c(=S)[nH]2)cc1 | -5 | 1 | -17 | 6 | -17 | 0.3 | 4 | 13 | -5
Cc1ccccc1NC(=O)COC(=O)CCSc1ccccc1 | 0 | 0 | -15 | -4 | -5 | 0.5 | -14 | 9 | -18
COC(=O)CNc1cc(S(=O)(=O)N2CCCCC2)ccc1Oc1cccc(C)c1 | -6 | 2 | -3 | -8 | -5 | -0.7 | -12 | 1 | 15
COc1ccc(C(=O)/C(=C/N(C)C)S(=O)(=O)c2ccccc2)cc1 | -12 | 1 | -14 | -2 | -13 | 1.0 | -7 | 13 | -10
COc1ccc(S(=O)(=O)Nc2ccccn2)c(C)c1C | -5 | 1 | 3 | 3 | 15 | 0.2 | -2 | -4 | 21
CCOC(=O)c1cc(=O)c2c([N+](=O)[O-])ccc(OC)c2o1 | -7 | 1 | -7 | 5 | 4 | -0.1 | -3 | 6 | -1
CCOC(=O)CCCSc1nnc(CCCCCN2C(=O)c3cccc4cccc(c34)C2=O)o1 | -13 | 5 | -3 | -2 | 1 | 0.7 | 7 | 2 | -8
Next section.
SMILES | CHRM1 agonist | M4 ag | CHO parental Ca | M4 antag | CHRM1 antagonist | M1 ag parental | OXTR potentiate | CHRM1 PAM | CHO-K1 Ca antag
Cc1coc2cc3oc(=O)c(CCC(=O)NCC(=O)O)c(C)c3cc12 | -1 | 1 | . | -18 | -25 | 0.4 | . | 20 | -4
COC(=O)c1ccc(-n2c(C)cc(C(=O)COC(=O)C3=COCCO3)c2C)cc1 | -4 | 2 | -19 | -4 | -10 | 0.1 | 0 | 1 | 4
O=C(NC(=S)Nc1nc(-c2ccc(Br)cc2)cs1)c1ccco1 | 5 | 0 | -3 | 5 | -6 | 0.4 | -3 | 7 | -2
CCOc1ccc(C(=O)Nc2cccc(-c3nc4cccnc4o3)c2)cc1Cl | 1 | 0 | -17 | 4 | -1 | -0.2 | -5 | 10 | -1
O=[N+]([O-])c1cc(F)cc(F)c1Nc1cc(F)cc(F)c1 | -6 | -2 | . | -8 | -8 | -0.6 | . | 7 | -13
COc1ccccc1CNC(=O)COC(=O)C1CC1 | 3 | 0 | -16 | -7 | -15 | -0.6 | 1 | 19 | -3
Cc1cccc(-n2nc3c(c2NC(=O)c2c(F)cccc2F)CS(=O)(=O)C3)c1C | 0 | 1 | 1 | 2 | -5 | 0.0 | -2 | 14 | -5
CC(C)OC(=O)c1ccc(N2CCN(c3ccccc3F)CC2)nc1 | -4 | 2 | -19 | 5 | 2 | 2.1 | -8 | 2 | -3
O=C(c1ccc(=O)[nH]c1)N1CCN(S(=O)(=O)c2cc(C(F)(F)F)ccc2Cl)CC1 | -11 | 0 | -4 | -3 | -8 | 0.4 | -13 | 10 | -3
CCOC(=O)c1[nH]ncc1CN1CCN(Cc2ccccc2)C(CCO)C1 (stereo not given) | -5 | 1 | -16 | -5 | -14 | 0.2 | 2 | 10 | 3
CN1C(C)(C)CC(=NO)CC1(C)C | -2 | 1 | . | 0 | -19 | -0.2 | . | 8 | -1
CCOC(=O)N1CCN(C(=O)C(C)N(c2ccc(Oc3ccccc3)cc2)S(C)(=O)=O)CC1 (stereo not given) | 0 | 2 | -15 | 1 | -3 | 0.9 | -22 | 2 | -9

CHRM1 antagonist, hit marks shown above
mol	CHRM1 agonist	M4 ag	M4 antag	CHRM1 antagonist	OXTR potentiate	CHRM1 PAM
NCCC(=O)N1c2ccccc2Sc2ccc(Cl)cc21	-8	14	38*	91*	-10	-30

Some of these compounds in order of their number in M4 antag, largest number first:
SMILES,CHRM1 agonist,M4 ag,M4 antag,CHRM1 antagonist,OXTR potentiate,CHRM1 PAM
CC(C)OC(=O)c1ccc(N2CCN(c3ccccc3F)CC2)nc1,-4,2,5,2,-8,2
CCOc1ccc(C(=O)Nc2cccc(-c3nc4cccnc4o3)c2)cc1Cl,1,0,4,-1,-5,10
COc1ccccc1CNC(=O)COC(=O)C1CC1,3,0,-7,-15,1,19
